Source: PubChem
SENP7 block – inhibitors of human SENP7 protease. recombinant SENP7, Z-RLRGG-aminoluciferin luminescence, 40 min. inhibition, % at 5 µM. actives 1.5% (n = 330,000). AID 434973;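 active = inhibition above about 50% at the single test dose, limit read from the data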;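 note: plate controls were DMSO with enzyme for no effect and no enzyme buffer wells for full effect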
Target sequence (Q9BQF6 706-1050 limits assumed): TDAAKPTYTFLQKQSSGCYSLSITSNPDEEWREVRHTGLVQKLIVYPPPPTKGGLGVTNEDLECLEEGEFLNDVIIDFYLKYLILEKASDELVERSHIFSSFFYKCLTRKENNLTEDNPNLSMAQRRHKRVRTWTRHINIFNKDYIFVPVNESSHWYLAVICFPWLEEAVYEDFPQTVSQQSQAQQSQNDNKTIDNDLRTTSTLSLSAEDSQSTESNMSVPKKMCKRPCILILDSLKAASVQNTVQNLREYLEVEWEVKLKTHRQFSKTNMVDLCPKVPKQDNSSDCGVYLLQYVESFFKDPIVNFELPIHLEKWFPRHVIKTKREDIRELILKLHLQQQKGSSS
SENP6 block – SENP6 protease inhibition; actives 1.8% (n = 330,000); Q9GZR1; Recombinant SENP6 catalytic domain, aminoluciferin luminescence; inhibition, % at 10 µM;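 active = inhibition above about 50% at the single tested dose, limit read from the data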;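 note: plate controls were DMSO wells with enzyme for no effect and DMSO wells lacking enzyme for full effect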
Target sequence (Q9GZR1 628-1112 limits assumed): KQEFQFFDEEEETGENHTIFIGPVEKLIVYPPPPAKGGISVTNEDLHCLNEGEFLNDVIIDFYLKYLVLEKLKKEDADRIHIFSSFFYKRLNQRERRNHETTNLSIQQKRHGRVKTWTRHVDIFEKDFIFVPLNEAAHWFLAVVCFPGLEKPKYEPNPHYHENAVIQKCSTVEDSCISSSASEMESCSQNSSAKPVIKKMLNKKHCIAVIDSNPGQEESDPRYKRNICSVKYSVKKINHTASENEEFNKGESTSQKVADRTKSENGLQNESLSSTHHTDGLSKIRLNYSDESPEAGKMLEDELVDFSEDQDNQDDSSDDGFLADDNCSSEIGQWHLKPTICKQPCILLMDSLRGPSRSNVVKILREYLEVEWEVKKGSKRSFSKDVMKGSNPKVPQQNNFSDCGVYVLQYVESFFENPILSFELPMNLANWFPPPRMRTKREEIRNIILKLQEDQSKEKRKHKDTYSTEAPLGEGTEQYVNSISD
SENP8 block-1 – blocks the human protease SENP8; purified SENP8, Z-RLRGG-aminoluciferin cleavage, luminescence; inhibition, % at 10 µM; AID 2540; actives 1.2% (n = 330,000); in the data active = inhibition above about 50%
PfGluPho inh – PfG6PD (Plasmodium falciparum) enzyme inhibition; PfGluPho enzyme, NADPH resazurin-diaphorase fluorescence; inhibition, % at 20 µM; actives 0.78% (n = 350,000); AID 504690;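 active = inhibition reaching at least a set limit at 20 µM in the primary screen, cut at about 59% in these data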;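 note: 0% = DMSO wells with substrate and 100% = DMSO wells lacking glucose-6-phosphate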
SENP8 block-2 – SENP8 (human) protease inhibition; actives 0.64% (n = 360,000); recombinant SENP8, Nedd8 substrate fluorescence; inhibition, % at 20 µM; Q96LD8; AID 602440; in the data active = inhibition mostly above about 40%, no sharp cut-off; inactive = mostly below about 27%
NLRP3 yeast inh – blocks the NALP3 inflammasome reconstituted in yeast; inhibition, % at 10 µM; Yeast reconstituted NLRP3/ASC/caspase-1, beta-gal luminescence, 24 h; AID 2825; actives 0.39% (n = 330,000);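 active = inhibition of 50% or more; inactive = inhibition below 50%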;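 note: plate controls were induced DMSO wells for no effect and uninduced yeast grown without galactose for full effect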
SENP1 inh – inhibitors of human SENP1 SUMO protease catalytic domain. AID 624204. recombinant SENP1 catalytic domain, CyPet-SUMO1-YPet FRET cleavage. actives 0.21% (n = 360,000). inhibition, % at 10 µM. Q9P0U3;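 active = inhibition at least 30% at 10 µM, raw YFP signal under a set limit, fluorescence ratio 0.5 to 1.5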;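 note: 0% = enzyme with DMSO and 100% = no enzyme wells; some results filed as inactive read as strong as hits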
Target sequence (Q9P0U3 419-644 limits assumed): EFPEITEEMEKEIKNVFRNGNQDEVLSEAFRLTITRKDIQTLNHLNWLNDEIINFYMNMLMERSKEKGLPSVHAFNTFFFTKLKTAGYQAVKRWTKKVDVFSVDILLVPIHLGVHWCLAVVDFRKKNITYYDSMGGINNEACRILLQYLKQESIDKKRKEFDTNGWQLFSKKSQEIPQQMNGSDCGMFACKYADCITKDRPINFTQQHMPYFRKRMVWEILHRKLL
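material = recombinant human SENP1 catalytic domain, His6-tagged | quantity = 20 pM enzyme | reagent = 25 nM SUMO1 FRET substrate | compound dosing = 10 µM single point, 0.5% DMSO | timing = 50 min enzyme reaction, room temperature, light-protected | detection = FRET, CFP and YFP emission | control set = no-enzyme low, enzyme-DMSO high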
Apaf1 inhib – human Apaf-1 inhibition; reconstituted apoptosome caspase-3 activity, DEVD-Rh110 fluorescence; inhibition, % at 20 µM; actives 0.71% (n = 330,000); AID 489030; active = inhibition of at least 40% at 20 µM;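 note: plate controls were DMSO wells for no effect and DEVD-CHO caspase inhibitor wells for full effect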
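Medium: Hepes buffer, pH 7.5 / System: biochemical Apaf-1 apoptosome reconstitution / Measured by: Rh110 fluorescence, excitation 480 nm, emission 540 nm / Times: compound with Apaf-1, dATP, procaspase-3 30 min, then 50 min reaction, room temperature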
HKDC1 inh – HKDC1 (human) hexokinase inhibition; Q2TB90; recombinant HKDC1, G6PDH/diaphorase resazurin coupled fluorescence; inhibition, % at 20 µM; actives 0.16% (n = 340,000); AID 493160;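 active = inhibition above about 35% when tested at 20 µM, limit read from the data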;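 note: plate controls were DMSO wells with enzyme for no effect and DMSO wells lacking enzyme for full effect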
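Assay system: recombinant HKDC1 hexokinase; detection: coupled resazurin fluorescence, excitation 525 nm, emission 613 nm; benchmarks: DMSO-plus-enzyme-mix negative control, buffer-substituted positive control; compound dosing: single 20 µM dose; schedule: 90 min at room temperature in dark; also added: glucose plus 1 mM ATP as hexokinase substrates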
The depositor's hits bear a star; · = no result given.

SMILES	SENP7 block	SENP6 block	SENP8 block-1	PfGluPho inh	SENP8 block-2	NLRP3 yeast inh	SENP1 inh	Apaf1 inhib	HKDC1 inh
Cc1ccc(S(=O)(=O)NCCSCc2ccco2)cc1	-1	3	7	8	-44	3	1	-9	-10
COc1ccc(NC(=O)C(CCSC)NC(N)=O)cc1NS(=O)(=O)c1ccc(F)cc1 (stereo not given)	-4	4	-3	18	12	7	4	-8	-12
O=C(NC12CC3CC(CC(C3)C1)C2)N1CCN(c2ncccn2)CC1	4	-18	1	-4	14	26	2	2	-1
CCCOc1ccc(/C(O)=C2\C(=O)C(=O)N(c3ccccn3)C2c2ccccc2F)cc1C (stereo not given)	-10	1	-4	8	-24	26	16	28	6
O=C(N/N=C/c1ccc(Br)cc1)c1ccc(Br)o1	77*	86*	65*	8	19	18	3	2	3
COc1ccc(C(=O)O)cc1S(=O)(=O)Nc1ccc2cn[nH]c2c1	4	5	10	10	0	2	0	-5	1
CC(=O)c1c(C)[nH]c(C(=O)CSc2nnc(-c3ccco3)n2Cc2ccccc2)c1C	-5	-8	4	1	3	-4	2	18	4
Cc1cccc(C)c1NC(=O)C1(N2C(=O)CC2c2ccccc2)CCCCC1 (stereo not given)	-7	-6	-2	15	4	-1	1	4	-14
CCCc1nnc(NC(=O)Nc2ccc(OC)cc2)s1	-3	-5	-4	-12	3	3	1	-16	3
CCN1CCN(c2cc(C(C)C)nc3c(-c4ccccc4)c(C)nn23)CC1	0	-17	-4	15	-303	25	-1	11	-2
COc1cccc(-c2noc(C(C)n3nc(C)c([N+](=O)[O-])c3C)n2)c1 (stereo not given)	9	5	1	1	28	33	1	2	1
CC(=O)c1ccc(N2C(=O)[C@@H]3C(CCC(N)=O)NC4(C(=O)Nc5c4ccc(Cl)c5C)[C@@H]3C2=O)cc1 (stereo not given in full)	-1	-4	2	8	-10	11	-6	2	-6
Cc1[nH]nc2c1C(c1ccco1)C(C#N)=C(N)O2 (stereo not given)	2	-5	-1	-8	34	6	0	-4	0
CCOC(=O)C1=CN(Cc2cccc(-c3cccnc3)c2)S(=O)(=O)N(C)C1C (stereo not given)	0	·	·	10	10	·	1	29	-2
Cc1ccccc1OCC(=O)Nc1cccc(N(C)S(C)(=O)=O)c1	13	-9	1	-13	15	15	2	-6	7
CN(C(=O)COC(=O)CCCc1c[nH]c2ccccc12)c1c(N)n(Cc2ccccc2)c(=O)[nH]c1=O	4	-5	-2	2	1	20	-2	-7	3
CC(C)C[C@H](NC(=O)c1[nH]cnc1C(=O)Nc1ccc(Cl)cc1)C(=O)OC(C)(C)C	2	-1	9	-3	7	21	-1	11	-2
CCCCOc1ccc(C(=O)Nn2c(-c3cccs3)nc3ccccc3c2=O)cc1	-4	-10	-2	-13	-24	11	1	7	12
Cc1cc(NS(=O)(=O)c2ccc(NS(=O)(=O)c3ccc(Br)cc3)cc2)no1	15	-9	-2	-9	12	9	1	9	2
CN(C)c1ccc(N2C(=O)CC(Nc3ccc(N4CCOCC4)cc3)C2=O)cc1 (stereo not given)	-6	5	-4	11	18	5	-2	2	-3

SENP6 block: what is marked active above
molecule | SENP7 block | SENP6 block | SENP8 block-1 | PfGluPho inh | NLRP3 yeast inh | SENP1 inh | HKDC1 inh
O=C(N/N=C/c1ccc(Br)cc1)c1ccc(Br)o1 | 77* | 86* | 65* | 8 | 18 | 3 | 3

Next section:
SMILES	SENP7 block	SENP6 block	SENP8 block-1	PfGluPho inh	SENP8 block-2	NLRP3 yeast inh	SENP1 inh	Apaf1 inhib	HKDC1 inh
Cc1cc(=O)oc2cc(OCc3cc4c(cc3Cl)OCO4)ccc12	-12	0	-2	-3	-66	25	0	-19	-7
COc1ccc(CN2CCNC(=O)C2CC(=O)NCCSc2nccn2C)cc1OC (stereo not given)	1	-14	-4	7	-13	9	-3	-8	-1
CCOc1ccc(OCCC(=O)OCC(=O)NCCc2ccc(S(N)(=O)=O)cc2)cc1	-11	-27	-17	-12	3	1	2	12	0
O=C(Nc1ccccc1)Nc1cccc(C(F)(F)F)c1	9	5	-9	11	1	23	-1	3	-6
OCC1(CCOc2ccccc2)CCN(Cc2cccn2-c2ncccn2)CC1	-7	5	-8	6	1	19	-5	5	-11
CCC(C)(C)NC(=O)C(c1ccc(OC)cc1)N(C(=O)CCC(=O)Nc1cc(C)on1)c1cccc(OC)c1 (stereo not given)	1	-14	-5	5	13	8	2	8	0
Cc1ccc(OCc2nnc(N)s2)cc1C	-6	-8	-6	10	19	10	1	7	-6
COc1ccc(C(=O)N2CCN(C(=O)c3ccco3)CC2)cc1OC	-9	-5	-8	-4	22	3	1	-3	-5
COc1ccc(OC)c(NC(=O)CN2CCc3ccccc3C2)c1	-9	-35	-5	9	8	13	-1	14	-2
C/C(=N\N(Cc1ccccc1)c1ccccc1)c1ccncc1	-1	12	-1	-8	23	-5	3	15	-3
CCOc1ccc(-c2cccc(NC(=O)COc3ccc(Cl)cc3)c2)nn1	2	-5	-2	-5	6	14	-4	20	-6
COc1ccccc1N(C(=O)CNC(=O)c1ccco1)C(C(=O)NC1CCCCC1)c1ccncc1 (stereo not given)	10	10	0	9	12	10	1	10	-3
Cc1cc(-n2c(SCc3ccccc3F)nc3n[nH]c(C)c3c2=N)ccc1Cl	1	-13	8	18	-18	-2	-1	4	-4
CC1CCCC(C)N1C(=O)c1cc(F)c(F)cc1Cl (stereo not given)	2	-18	0	5	20	16	-1	-1	-5
COc1cc(OC)c(N2CC34C=CC(O3)C(C(=O)O)C4C2=O)cc1Cl (stereo not given)	-4	-18	1	-13	11	8	1	-9	-3
CCc1nnc(NC(=O)/C=C/c2ccco2)s1	1	2	1	-3	-61	9	5	0	-6
CC(=O)Nc1ncc(N=Nc2cccc(C(F)(F)F)c2)s1	-1	-32	-12	-13	28	30	-4	-3	-4
Cc1cc(C)c(OCC(=O)NCC(c2ccco2)N2CCCCC2)c(C)c1 (stereo not given)	-9	-17	-17	11	5	11	-1	23	5
COc1ccc(OC)c(/C=C/C(=O)OCC(=O)Nc2ccc(Cl)c(S(=O)(=O)N(C)C)c2)c1	-1	-3	-1	0	-399	6	-58	-7	11
CN(C)S(=O)(=O)c1cc(NC(=O)COC(=O)CCc2ccccc2)ccc1Cl	4	-3	4	10	1	30	3	19	0
O=C(Nc1ccn(Cc2ccccc2F)n1)c1ccc(COc2cccc(Br)c2)cc1	14	97*	88*	1	13	13	0	17	7
Cc1ccc(S(=O)(=O)N2CN(CC3CCCO3)c3nc4ccccc4nc32)cc1 (stereo not given)	-1	3	3	-3	-384	7	-30	6	1
COc1cc(C(=O)Nc2ccc(C(C)=O)cc2)c(Br)c(OC)c1OC	-3	1	1	9	4	17	3	7	-4
COC(=O)[C@]1(C)N[C@H](CN(C)C(=O)Nc2ccc(C)cc2)[C@@H]2C(=O)N(Cc3ccccc3)C(=O)[C@@H]21	10	8	2	-2	-1	9	2	-11	-5
O=C(Cc1cccs1)N(c1ccc(Br)cc1)C1C=CS(=O)(=O)C1 (stereo not given)	4	2	4	-7	1	-14	0	4	-5
Cc1nc2sc(C(c3ccco3)N3CCN(c4ccccc4F)CC3)c(O)n2n1 (stereo not given)	-1	-7	-5	-12	14	17	0	1	-8
CCOc1cc(S(=O)(=O)NC2CC(C)(C)NC(C)(C)C2)ccc1F	1	4	0	-21	22	3	-1	-7	-8
Cc1ccc(NC(=O)COC(=O)C(NS(=O)(=O)c2ccc(Cl)cc2)C(C)O)c(Br)c1 (stereo not given)	-4	-23	-9	18	24	-30	-2	13	-4
CCOCCCNCC(=O)NC1(C)C2CCC(C2)C1(C)C (stereo not given)	2	-11	0	-3	28	8	2	-5	-5
Cn1ccnc1SCC(=O)c1cc2ccccc2o1	-7	6	4	22	-26	16	-12	6	-3
Cc1nn2c(NCCCn3ccnc3)cc(C(C)C)nc2c1-c1ccccc1	-4	-15	-11	33	-456	9	1	12	2
Cc1ccc(-c2ccc(CCC(=O)O)n2-c2cccc(C(=O)O)c2)cc1	0	-2	3	-4	-15	1	-4	0	-3
Cc1ccc2nc3c(c(Nc4ccccc4)c2c1)CCC3	-7	-14	-16	11	-109	23	-5	11	0
N=c1oc2ccc(Br)cc2cc1C(=O)NCc1ccc(F)cc1	-1	-6	-5	22	-4	3	-5	19	-2
CCSc1nc(C2CC2)cc(-c2cccs2)c1C#N	5	-3	9	-1	-67	14	1	-12	4
O=C(Nc1ccc(Br)c2ccccc12)c1ccc2ccccc2c1O	·	·	·	26	-287	·	-25	·	23
COc1ccc(/C=C2/N=C(c3cccs3)OC2=O)cc1OC(C)C	-9	2	-8	-11	-90	18	-53	2	2
O=C(CN(C(=O)c1ccccc1Cl)C1CCCCC1)Nc1ccc(Cl)c([N+](=O)[O-])c1	-12	-2	-9	15	8	10	-19	13	2
O=C(Nc1ccccc1)Nc1ccc(Oc2cccnc2)nc1	-7	-19	-7	0	8	3	2	-13	-1
CCC(=O)Nc1ccc(Cl)c(NC(=S)NC(=O)COc2ccccc2)c1	-3	2	-9	-12	15	19	1	10	-10

Arranged by the number under HKDC1 inh (smallest number first): three from the list above.
SMILES	HKDC1 inh
N=c1oc2ccc(Br)cc2cc1C(=O)NCc1ccc(F)cc1	-2
O=C(Nc1ccccc1)Nc1ccc(Oc2cccnc2)nc1	-1
O=C(CN(C(=O)c1ccccc1Cl)C1CCCCC1)Nc1ccc(Cl)c([N+](=O)[O-])c1	2

Back to the main list, starting 3 compounds before the break.
SMILES	SENP7 block	SENP6 block	SENP8 block-1	PfGluPho inh	SENP8 block-2	NLRP3 yeast inh	SENP1 inh	Apaf1 inhib	HKDC1 inh
O=C(CN(C(=O)c1ccccc1Cl)C1CCCCC1)Nc1ccc(Cl)c([N+](=O)[O-])c1	-12	-2	-9	15	8	10	-19	13	2
O=C(Nc1ccccc1)Nc1ccc(Oc2cccnc2)nc1	-7	-19	-7	0	8	3	2	-13	-1
CCC(=O)Nc1ccc(Cl)c(NC(=S)NC(=O)COc2ccccc2)c1	-3	2	-9	-12	15	19	1	10	-10
C#CCOCCOCCOCCNc1nc(N2CCN(C(=O)[C@H](C(C)C)n3cc(CCO)nn3)CC2)nc(N2CCN(C(=O)[C@H]([C@@H](C)CC)n3cc(CCC(=O)O)nn3)CC2)n1	·	·	·	10	5	·	1	·	-4
CCCN(CCC)S(=O)(=O)c1ccc(C(=O)Nc2nc3c(s2)CCc2ccccc2-3)cc1	11	7	3	-31	-62	11	-18	7	12
CCC(=O)NC(C)C(c1cccs1)N1CCN(Cc2ccccc2)CC1 (stereo not given)	11	-15	-8	-2	5	11	3	-1	-8
Cc1cc(N2C(=O)C(O)=C(C(=O)c3cc4ccccc4o3)C2c2cccc(Cl)c2)no1 (stereo not given)	-2	14	6	-3	-76	4	-33	5	0
COc1cccc(NC2C=CS(=O)(=O)C2)c1 (stereo not given)	-1	-5	-5	0	12	14	2	2	-3
CCOC(=O)c1ccc(NCc2ccncc2)cc1	-42	-18	-10	-8	11	20	0	6	0
COc1ccccc1N1CCN(CC(=O)c2ccc(F)cc2)CC1	-11	-3	-6	5	17	12	-3	6	-1
